# LGR2 antag – Drosophila LGR2 receptor signaling inhibition. HEK293 LGR2, CRE-luciferase, bursicon-stimulated, 4 h. inhibition, % at 9.99 µM. 380,000 compounds, 0.35% hits;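 active = drop in luminescence signal, shown as inhibition above about 50% in the replicate tests, limit read from the data, passing the limit was not always enough; inconclusive = probably only some replicates passing the limit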;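 note: agonist challenge used bursicon conditioned medium at about half maximal strength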
# esBAF inh – inhibitors of esBAF chromatin remodeling in mouse ES cells; Bmi1-luciferase knock-in reporter, 24 h; 100% = twice the neutral-well signal; reporter increase, % at 12.5 µM; 350,000 compounds, 2% hits; in the data active = activation above about 40%; inconclusive = no clear call, values can overlap the other calls;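 note: 0% = median of the plate's neutral control wells and 100% = double that signal; a rise in the Bmi1 reporter signal indicates esBAF inhibition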
# S100A4 inh HTS – blocks human S100A4 binding to myosin IIA peptide; S100A4/TAMRA-MyoIIA peptide fluorescence polarization; inhibition, % at 10.7 µM; 360,000 compounds, 0.14% hits; P26447;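 active = mean inhibition of at least 70% across replicates, with every replicate also reaching that level; inconclusive = mean inhibition reaches 70% but some replicates fall short; inactive = mean inhibition below 70%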
# Target sequence (P26447 whole entry, looked up): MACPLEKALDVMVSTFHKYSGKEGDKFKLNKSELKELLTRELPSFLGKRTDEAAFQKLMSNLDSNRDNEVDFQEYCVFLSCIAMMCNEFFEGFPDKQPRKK
#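 Material: human S100A4 monomer with TAMRA-labelled myosin IIA peptide; buffer or medium: HEPES pH 7.2 with CaCl2, KCl, NaCl, DTT, Triton; compound dosing: one concentration per compound; schedule: 5 min incubation before reading; benchmarks: neutral control DMSO, positive control TFP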
# C2C12 statin – protects C2C12 myotubes from simvastatin toxicity; ATP luminescence, 48 h; scaled: DMSO 0, geranylgeraniol control 100; rescue of ATP level, % at 7.49 µM; 330,000 compounds, 0.78% hits;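 active = mean ATP rescue above about 67%, or every replicate alone reaching that limit, limit read from the data, passing the limit was not always enough; inconclusive = no clear call, values can overlap the other calls; inactive = mean under the limit and some replicate under it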;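 note: myotubes were challenged with 10 µM simvastatin during compound exposure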
# FN deposition inh – fibronectin deposition inhibition | AH1F fibroblasts, Alexa488-fibronectin deposition fluorescence, overnight | inhibition, % at 12.6 µM | 350,000 compounds, 0.086% hits | AID 743247;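 active = mean inhibition across replicates of 30% or more, regardless of how many single replicates reach that level; inconclusive = mean under 30% yet at least half of replicates reach 30%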;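 note: positive control wells lacked labelled fibronectin entirely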
#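 test system = AH1F fibroblasts assembling fluorescent fibronectin matrix | quantity = 10000 AH1F cells per well | buffer or medium = DMEM plus 2% serum, read in PBS | doses = single dose, pinned | incubation = 1 h cell attachment, overnight exposure to compound and label | detection = fluorescence at 485 nm excitation, 525 nm emission | read-out basis = inhibition from reduced deposited-fibronectin fluorescence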
# SIRT5 block – inhibitors of human sirtuin-5 desuccinylase; Q9NXA8; Purified SirT5, succinyl-peptide AMC, trypsin-coupled fluorescence; inhibition, % at 15 µM; 330,000 compounds, 1.1% hits; AID 652115; in the data active = inhibition above about 15%; inconclusive = no clear call, values can overlap the other calls
# Target sequence (Q9NXA8 whole entry, looked up): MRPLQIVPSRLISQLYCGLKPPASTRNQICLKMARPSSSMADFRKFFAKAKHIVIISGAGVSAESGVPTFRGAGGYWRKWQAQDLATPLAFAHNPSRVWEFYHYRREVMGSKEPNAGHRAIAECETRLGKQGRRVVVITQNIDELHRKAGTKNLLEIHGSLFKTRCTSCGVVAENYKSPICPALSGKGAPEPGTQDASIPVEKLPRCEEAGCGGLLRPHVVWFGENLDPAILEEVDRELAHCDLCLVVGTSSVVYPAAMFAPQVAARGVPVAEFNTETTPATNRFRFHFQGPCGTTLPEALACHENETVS
# Casp6 inh – inhibitors of human caspase-6; inhibition, % at 12.5 µM; purified caspase-6, Z-VEID-R110 cleavage fluorescence; 350,000 compounds, 0.53% hits; P55212;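 active = mean inhibition across replicates at least about 35%, with every replicate also reaching that limit, limit read from the data; inconclusive = only one of the two criteria met; inactive = neither criterion met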;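 note: 0% = median of neutral control wells and 100% = no fluorescence left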
# Target sequence (P55212 24-179 limits assumed): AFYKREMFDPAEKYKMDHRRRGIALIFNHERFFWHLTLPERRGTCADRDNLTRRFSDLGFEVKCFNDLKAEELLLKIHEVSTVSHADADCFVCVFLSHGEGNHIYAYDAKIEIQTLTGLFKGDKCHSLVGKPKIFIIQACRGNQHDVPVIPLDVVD
# Target sequence (P55212 194-293 limits assumed): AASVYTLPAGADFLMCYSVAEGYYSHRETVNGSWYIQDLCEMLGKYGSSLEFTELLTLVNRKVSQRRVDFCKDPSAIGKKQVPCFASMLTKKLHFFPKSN
# The depositor's hits bear a star; ? = inconclusive; · = not tested or not shown; & = joins results of further samples.
SMILES,LGR2 antag,esBAF inh,S100A4 inh HTS,C2C12 statin,FN deposition inh,SIRT5 block,Casp6 inh
O=C(NC1CC1)C(Cl)c1ccccc1 (configuration not stated),0,-11,-6,2,1,-2,-5
Cc1cc(NC(=O)CSc2c[nH]c3ccccc23)no1,6,·,3,·,3,0,10
Nc1nonc1-n1nnc(C(=O)N/N=C/c2cccc(F)c2)c1CN1CCCC1,-13,8,1,17,4,·,5
CN(CC(=O)Nc1cccc(F)c1)CC(=O)Nc1cccc(S(N)(=O)=O)c1,-4,·,3,·,16,0,0
C[C@@H]1CN([C@@H](C)CO)C(=O)c2cccc(NC(=O)Nc3ccc(F)cc3)c2O[C@@H]1CN(C)Cc1ccc(Oc2ccccc2)cc1,15&32,5&-7,13&-1,0&-24,-28,0,-3&-1
O=C(NCCN1CCOCC1)Nc1ccc(F)cc1,4,-3,-4,-8,2,-1,-1
COc1cnc(-c2ccccn2)nc1Oc1cccc(Cl)c1,·,9,·,27,-4,·,·
CCC(c1nnnn1Cc1ccc2c(c1)OCO2)N1CCN(CC)CC1 (configuration not stated),10,7,-3,-7,-1,-1,-2
CCN(CC)C(=S)Nc1ccc([N+](=O)[O-])cc1,10,1,·,7,-12,·,·
COC(=O)c1cccc(CN2C(=O)C(C)Sc3ccc(C#N)cc32)c1 (configuration not stated),10,22,-3,7,11,·,1
COCCNC(=O)C[C@@H]1CC[C@H]2[C@@H](COC[C@@H](O)CN2Cc2cccc(-c3ccncc3)c2)O1,-14,-3,-4,-3,-3,11,0
C[C@H]1CN([C@@H](C)CO)C(=O)c2cc(NC(=O)Nc3ccc4c(c3)OCO4)ccc2O[C@H]1CN(C)Cc1ccncc1,5,-2,12,6,11,-1,10

# Entries shown so far that contain a carbonyl joined to an NH by a bond outside any ring, in the order listed:
SMILES,LGR2 antag,esBAF inh,S100A4 inh HTS,C2C12 statin,FN deposition inh,SIRT5 block,Casp6 inh
O=C(NC1CC1)C(Cl)c1ccccc1 (configuration not stated),0,-11,-6,2,1,-2,-5
Cc1cc(NC(=O)CSc2c[nH]c3ccccc23)no1,6,·,3,·,3,0,10
Nc1nonc1-n1nnc(C(=O)N/N=C/c2cccc(F)c2)c1CN1CCCC1,-13,8,1,17,4,·,5
CN(CC(=O)Nc1cccc(F)c1)CC(=O)Nc1cccc(S(N)(=O)=O)c1,-4,·,3,·,16,0,0
C[C@@H]1CN([C@@H](C)CO)C(=O)c2cccc(NC(=O)Nc3ccc(F)cc3)c2O[C@@H]1CN(C)Cc1ccc(Oc2ccccc2)cc1,15&32,5&-7,13&-1,0&-24,-28,0,-3&-1
O=C(NCCN1CCOCC1)Nc1ccc(F)cc1,4,-3,-4,-8,2,-1,-1
COCCNC(=O)C[C@@H]1CC[C@H]2[C@@H](COC[C@@H](O)CN2Cc2cccc(-c3ccncc3)c2)O1,-14,-3,-4,-3,-3,11,0
C[C@H]1CN([C@@H](C)CO)C(=O)c2cc(NC(=O)Nc3ccc4c(c3)OCO4)ccc2O[C@H]1CN(C)Cc1ccncc1,5,-2,12,6,11,-1,10

# Next part
SMILES,LGR2 antag,esBAF inh,S100A4 inh HTS,C2C12 statin,FN deposition inh,SIRT5 block,Casp6 inh
C[C@@H]1CCCCO[C@H](CN(C)S(=O)(=O)c2ccccc2)[C@H](C)CN([C@@H](C)CO)C(=O)c2cc(NC(=O)Nc3ccc4c(c3)OCO4)ccc2O1,12,3,4,·,23,0,0
CC1CCC(NC(=O)CC2Oc3ccccc3NC2=O)CC1 (configuration not stated),-5,1,-4,1,1,·,-2
COc1ccc(NC(=O)Nc2cccc(OC)c2)cc1,·,37,·,-6,2,·,·
Cc1cccc(C)c1NC(=O)CN(C)C(=O)CCC(=O)N1CCOCC1,0,-2,-8,8,-1,-4,0
COc1ccc(S(=O)(=O)Nc2ccc3c(c2)C(=O)N([C@H](C)CO)C[C@@H](C)[C@H](CN(C)S(=O)(=O)c2c(C)noc2C)OCCCC[C@H](C)O3)cc1,5,1,-12,·,-1,4,2
C/C(=N\OCC(=O)Nn1c(=O)[nH]c2ccccc2c1=O)c1ccccc1,-4,·,3,·,7,-5,-5
O=C(NCCCO)NC12CC3CC(CC(C3)C1)C2,5,-2,·,-14,-6,·,·
Cc1ccn(CCC(=O)Nc2ccc(-c3ccno3)cc2)n1,-3,9,-9,6,4,-10,-1
O=C(CSc1nnc(-c2ccccn2)n1Cc1ccco1)c1ccc(Cl)cc1,·,4,·,20,3,·,·
CCOCCCNC(=O)/C(C#N)=C/c1cc(OC)c(O)c([N+](=O)[O-])c1,34,·,-7,·,-5,4,5
COc1cc(NC(=S)Nc2ccc(N(C)C(C)=O)cc2)cc(OC)c1,-9,·,-3,·,-16,1,1
CCCCn1nc(NC(=O)CC(C)C)c2cc3cc(OC)ccc3nc21,-3,0,-1,-26,2,-5,0
N/C(Cc1ccc(Cl)cc1Cl)=N\OC(=O)c1cccs1,·,28,·,-9,12,·,·
CC(=O)NCC(=O)N[C@@H](CC(=O)OCc1ccccc1)C(=O)OCc1ccccc1,-27,·,0,·,4,1,-1
CCNC(=O)NC1c2ccccc2CSc2ccccc21 (configuration not stated),-3,-2,-2,18,-3,3,1
COc1ccccc1NC(=O)C(CCS(C)(=O)=O)N1C(=O)c2ccccc2C1=O (configuration not stated),·,-7,·,-13,-7,·,·
O=C(CN1C(=O)/C(=C/c2ccccc2)SC1=S)NC1CCS(=O)(=O)C1 (configuration not stated),-5,4,-3,-37,-4,0,2
COc1cc(NC(=O)c2cc(-c3ccco3)on2)c(OC)cc1Cl,1,-6,-1,12,·,-5,3
C/C=C/[C@@H](CC(=O)N1Cc2ccccc2C[C@H]1CO)[Si](C)(C)c1ccc(OC)cc1,·,·,0,·,·,-7,1
O=C(O)COCC(=O)N1CCN(C2c3ccccc3-c3ccccc32)CC1,2,·,3,·,0,-6,-1
CCN(CC)c1ccc(S(=O)(=O)N2CCOCC2)cc1NC(=O)COC(=O)/C=C/c1ccc(C)o1,23,-3,-5,-7,-1,-2,-2
Cc1cc(C)cc(NC(=S)NCc2ccc(F)cc2)c1,1,·,-3,·,1,-3,-2
O=C(COc1ccccc1)NCC(c1ccco1)N1CCN(c2ccccc2F)CC1 (configuration not stated),-2,-12,17,7,-4,-4,2
CCCN(C)C[C@H]1OCCCC[C@@H](C)Oc2ccc(NS(=O)(=O)c3ccc(OC)cc3)cc2C(=O)N([C@@H](C)CO)C[C@H]1C,4,-2,·,-14,·,·,·
COc1cccc(CNC(=O)C(C)n2ccc3cc(S(=O)(=O)N4CCCC4)ccc32)c1 (configuration not stated),-23,3,2,-26,-5,-3,-2
O=C(C[C@@H]1C[C@H]2c3cc(NC(=O)Nc4ccc(F)cc4)ccc3O[C@H]2[C@@H](CO)O1)NC1CCCCC1,-10,1,·,1,-9,4,·
Cc1cc(C)c2c(c1)/C(=N/NC(=S)Nc1ccc(F)cc1)CCC2,·,5,·,2,3,·,·
COc1ccc(C(=O)NNC(=O)c2ccccn2)cc1,·,·,-3,·,15,3,0
CCc1ccc(NC(=O)c2cc(S(=O)(=O)N3CCCC3)ccc2F)cc1,-12,16,-2,-3,8,-3,1
Cc1ccc(-c2csc(=S)n2CC(=O)OCC(=O)NC(C)C(C)C)cc1 (configuration not stated),·,9,·,27,-15,·,·
CCCS(=O)(=O)N1CCCC(C(=O)NCCCN2CCN(c3ccccc3F)CC2)C1 (configuration not stated),3,7,-5,-1,·,3,-4
Nc1c(-c2ccccc2)n[nH]c1-c1ccccc1,-34,31,·,9,-7,·,·
Cc1nnc2sc(SCC(=O)Nc3ccc(Cl)cc3)nn2c1=O,-10,·,-1,·,-4,1,1
COc1ccc(Cc2nnc(N=Nc3c(O)[nH]c4ccc(Br)cc34)[nH]c2=O)cc1,8,·,5,·,-9,-9,-1
CCc1ccc(OCc2ccc(C(=O)NCc3ccccn3)o2)cc1,-139,46*,·,-5,·,·,·
CCC(CC)C(=O)N=C1SC2CS(=O)(=O)CC2N1CCc1ccc(OC)c(OC)c1 (configuration not stated),-15,·,-1,·,8,-6,1
Cc1ccc(NC(=O)Cn2cc(C(=O)C3CC3)c3ccccc32)c(C)c1,11,-26,-2,6,-6,0,2
O=C(COc1ccc(F)cc1)Nc1nnc(C2CC2)s1,-5,?,1,0,2,2,-7
CC1CCN(c2ccc(NC(=O)Cn3c(=O)oc4ccccc43)cc2)CC1,·,6,-3,3,-10,2,5
COc1ccc(O[C@@H]2O[C@H](COC(C)=O)[C@@H](OC(C)=O)[C@H](OC(C)=O)[C@H]2NC(C)=O)cc1,3,5,13,-5,1,0,-2
C[C@H](NC(=O)C[C@H]1C=C[C@H](NC(=O)CN2CCOCC2)[C@@H](CO)O1)c1ccccc1,8,-1,8,5,3,2,-3
Clc1ccc2nc3ccccc3cc2c1,4,-17,2,-12,1,-4,·
CN1C(=O)c2cc(NC(=O)Nc3ccc(F)cc3)ccc2OC[C@@H]2O[C@H](CC(=O)NC3CCC3)CC[C@@H]21,5,8,6,-19,-12,0,1
c1ccc(-c2csc(=Nc3cccnc3)n2CC2CCCO2)cc1 (configuration not stated),0,3,·,-8,-9,·,·
CC1CCCN(C(=O)COC(=O)C2CCN(S(=O)(=O)c3c(Cl)cccc3Cl)CC2)C1 (configuration not stated),11,3,5,16,0,18*,-3
C[C@H](CO)N1C[C@H](C)[C@H](CN(C)C(=O)Nc2ccc(C(F)(F)F)cc2)OCCCC[C@H](C)Oc2ccc(NS(C)(=O)=O)cc2C1=O,9,-6,-12,·,·,3,0
O=C(CN1CCCc2ccccc21)Nc1cc(S(=O)(=O)N2CCCC2)ccc1Cl,2,1,-6,-5,4,1,2
C/C=C/c1ccc2c(c1)O[C@@H](CN(C)C(=O)Cc1ccccc1)[C@@H](C)CN([C@@H](C)CO)S2(=O)=O,-40,-6,-16,18,-7,0,0
Cc1ccc(CC(=O)Nc2ccc(S(=O)(=O)N3CCOCC3)cc2)cc1,-9,-10,16,7,-4,5,0
CCOC(=O)c1cc(OC(=O)c2ccccc2Br)n(-c2ccccc2)n1,17,-9,-2,16,·,13,1
CC(=O)NS(=O)(=O)c1ccc(NC(=O)c2ccc3c(c2)NC(=O)CS3)cc1,-1,·,-2,3,-3,-3,3
CC(C)N1CCC(C)(C(=O)Nc2cccc(Oc3ccccc3)c2)C1 (configuration not stated),-5,-10,-5,9,-1,·,-1
COc1ccc(C(=O)N2CCOC2CNC(=O)C(=O)NCc2ccc(C)cc2)cc1 (configuration not stated),6,4,1,-2,5,3,0
CS(=O)(=O)N1CCC(C(=O)Nc2ccc(Oc3ccccc3)cc2)CC1,·,7,·,-44,1,·,·
COCCNC(=O)C(c1ccc(C)cc1)N(CCOC)C(=O)CCC(=O)Nc1nccs1 (configuration not stated),7,-5,9,-5,9,-2,1
COc1cccc(C(=O)Cn2c(Br)nc3c2c(=O)n(C)c(=O)n3C)c1,·,9,·,1,-17,·,·
O=C(NCc1csc(-c2cccs2)n1)C1CCC1,-47,?,1,-6,12,-2,0
CC(/C=C1\SC(=S)N(CCC(=O)Nc2ccc(O)cc2)C1=O)=C\c1ccccc1,-12,5,-2,6,-3,-3,-5
COc1cccc(S(=O)(=O)Nc2ccc3c(c2)OC[C@@H](C)NC[C@H](C)[C@@H](OC)CN(C)C3=O)c1,-1,-2,10,13,3,6,2
O=C(NC1CCSc2ccccc21)c1c(F)cccc1Cl (configuration not stated),10,0,-14,4,-1,-1,0
O=C(NCCN1CCN(S(=O)(=O)c2ccccc2)CC1)C(=O)Nc1ccc(F)cc1,-3,0,4,28,-6,1,-1
CN1CCC(N(C)S(=O)(=O)c2ccc(F)cc2F)CC1,9,-6,3,8,1,-1,-15

# The list is partial; rates above refer to the full screens.
